Source: PubChem (National Center for Advancing Translational Sciences (NCATS))
ATXN2 expr inh – ATXN2 expression inhibition. 360,000 compounds, 0.72% hits. HEK-293 ATXN2-luciferase reporter, luminescence, 24 h. Potency, µM (doses to about 57 µM), inactives show at the highest dose activity change, negative = inhibition, actives largely listed as inhibitors; note: % is set by controls: 0 for no effect and ±100 for the full control effect; nearly all actives have a fitted effect of over 55% in size
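qHTS (up to 57 uM final) was run with 24 h compound exposure of reporter cells at 37 °C. Each well was multiplexed: SteadyGlo luminescence measured ATXN2-luciferase expression after a fluorogenic Gly-Phe-AFC viability readout (25 uM final).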
A549 tox – kills or reduces viability of A549 cells in Nrf2 counter-screen; A549 ARE-Fluc cells, CellTiter-Fluor viability, 18-24 h; Potency, µM (doses to about 46 µM), inactives show at the highest dose activity change, negative = cytotoxicity, actives largely listed as inhibitors; 390,000 compounds, 0.16% hits; AID 504648; note: % is set by controls: 0 for no effect and ±100 for the full control effect
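A549 ARE-Fluc cells in 5% FBS OPTI-MEM, 5000 cells/well, rested 2 h then exposed to compounds in concentration-response for 18-24 h at 37 °C. Viability by CellTiter-Fluor fluorescence (Ex 405/Em 525) after 30 min; luciferase luminescence (BugLite, 15 min, RT) read afterwards.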
EPAC2 antagonist – EPAC2 (human) antagonism; EPAC2 GEF exchange of Rap1B-BODIPY-GDP, fluorescence; Potency, µM (doses to about 114 µM), inactives show top-dose activity, negative = inhibition, actives largely listed as inhibitors; 360,000 compounds, 0.18% hits; Q8WZA2; note: % is set by controls: 0 for no effect and ±100 for the full control effect; nearly all actives have a fitted effect of over 45% in size; many of its hits are not listed in these tables
Target sequence (Q8WZA2 whole entry, looked up): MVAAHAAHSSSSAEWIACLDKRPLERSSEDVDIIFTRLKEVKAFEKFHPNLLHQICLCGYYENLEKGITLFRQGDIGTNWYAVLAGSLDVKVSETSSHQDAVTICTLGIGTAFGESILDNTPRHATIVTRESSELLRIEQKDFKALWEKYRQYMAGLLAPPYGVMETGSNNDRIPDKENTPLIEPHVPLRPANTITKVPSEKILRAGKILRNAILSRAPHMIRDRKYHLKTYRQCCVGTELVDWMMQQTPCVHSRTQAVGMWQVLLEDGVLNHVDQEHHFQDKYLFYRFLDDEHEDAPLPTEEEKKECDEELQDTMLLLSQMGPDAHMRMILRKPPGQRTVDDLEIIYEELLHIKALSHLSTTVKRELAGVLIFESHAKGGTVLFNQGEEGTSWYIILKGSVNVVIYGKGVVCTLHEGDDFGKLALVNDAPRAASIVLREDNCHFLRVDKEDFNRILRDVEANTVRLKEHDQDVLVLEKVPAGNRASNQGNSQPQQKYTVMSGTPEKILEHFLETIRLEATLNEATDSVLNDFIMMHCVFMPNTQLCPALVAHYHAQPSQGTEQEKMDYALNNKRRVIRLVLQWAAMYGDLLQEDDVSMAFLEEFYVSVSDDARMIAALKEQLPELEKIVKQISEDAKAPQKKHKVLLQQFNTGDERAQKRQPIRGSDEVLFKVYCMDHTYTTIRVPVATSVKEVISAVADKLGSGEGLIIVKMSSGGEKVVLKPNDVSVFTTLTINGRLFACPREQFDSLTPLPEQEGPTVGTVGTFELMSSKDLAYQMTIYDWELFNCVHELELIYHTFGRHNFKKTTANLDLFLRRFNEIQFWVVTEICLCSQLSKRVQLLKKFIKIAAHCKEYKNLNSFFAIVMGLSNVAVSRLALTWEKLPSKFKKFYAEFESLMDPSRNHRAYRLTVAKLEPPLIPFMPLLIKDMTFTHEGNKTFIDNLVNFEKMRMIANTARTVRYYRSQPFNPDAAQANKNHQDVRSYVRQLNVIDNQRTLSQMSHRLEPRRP
Nrf2 ARE act – activators of Nrf2 (ARE) signaling; AID 624171; AREc32 ARE-luciferase reporter (MCF7-derived line), luminescence, 24 h; 410,000 compounds, 0.31% hits; Potency, µM (doses to about 46.1 µM), for inactives: at the highest dose activation, hits mostly activators; note: % of control where 0% means no effect; nearly all actives have a fitted effect of over 65% in size
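Nrf2 activation is followed as ARE-luciferase induction in the AREc32 line after one day of compound treatment; luminescence is read with Steady-Glo.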
MCF10A rerep – DNA re-replication induction in MCF 10a cells | MCF 10A DNA re-replication, Hoechst nuclear intensity, 48 h | Potency, µM (top dose mostly 46.1 µM), for inactives: at the highest dose activity, positive = re-replication, usual class: activators | 350,000 compounds, 2.9% hits; note: % of control where 0% means no effect; nearly all actives have a fitted effect of over 50% in size
TGFb SMAD3 inh – TGF-b pathway inhibition. HepG2 CAGA-GFP TGF-b/SMAD3 reporter, GFP fluorescence, 18 h; TGF-beta stimulated, 500 pg/mL final. Potency, µM (highest dose often 46.1 µM), inactives show top-dose activity, negative = inhibition, hits mostly inhibitors. 410,000 compounds, 1.2% hits. AID 588855; note: % is set by controls: 0 for no effect and ±100 for the full control effect; nearly all actives have a fitted effect of over 65% in size
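GFP signal (ex488/em500-530) from TGF-beta-stimulated HEPG2 CAGA-GFP cells, 500 pg/mL final, 18 h at 37 degrees C in DMEM plus 1% FBS, normalized to unstimulated and DMSO-stimulated controls.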
HepG2 tox – counter-screen for TGF-b inhibitors: cytotoxicity in HepG2 cells. 410,000 compounds, 0.76% hits. AID 588856. HepG2 CAGA-GFP viability, ATP luminescence, 18 h. Potency, µM (top dose mostly 46.1 µM), for inactives: at the top dose activity change, negative = cytotoxicity, usual class: cytotoxic; note: some results filed as inactive show a strong effect at the top dose
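HepG2 CAGA-GFP cells (1000/well, DMEM with 1% FBS) received compound, then TGF-beta at 500 pg/mL final, and were incubated 18 hours at 37 degrees C. Viability was read by CellTiter-Glo luminescence. Media-only wells were set as complete cell-killing and DMSO as no toxicity.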
Nrf2 inh – blocks Nrf2 signaling | A549 ARE-Fluc reporter, luciferase luminescence, 18-24 h | Potency, µM (top dose mostly 46 µM), for the others: top-dose activity change, negative = inhibition, hits mostly inhibitors | 360,000 compounds, 2.1% hits; note: % is set by controls: 0 for no effect and ±100 for the full control effect; nearly all actives have a fitted effect of over 60% in size
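Nrf2 activity is the BugLite luminescence, read 15 min after reagent at room temperature, following CellTiter-Fluor cytotoxicity readout (30 min, 37C). Compound titrations were applied for 18-24 h to 5000 A549 ARE_Fluc cells/well in 5% FBS OPTI-MEM.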
S2 tox – cell viability loss in ATXN counter-screen; S2 cells (HEK-293 line with an ATXN2-luciferase reporter) viability, CellTiter-Fluor protease fluorescence, 24 h; Potency, µM (top dose mostly 56.7 µM), usual class: cytotoxic; 400,000 compounds, 0.49% hits; AID 651635; note: nearly all actives have a fitted effect of over 40% in size
* hit, by the source's call; & = joins results of further samples; [ ] = another dose, or the depositor's remark. Calls come from the whole dose curve; as a rule, active = well fitted curve in the direction sought with a large enough effect; inconclusive = small, poorly fitted or top-dose-only effect, or another doubt; inactive = no such curve, though single readings can be large; an effect the other way counts as inactive or inconclusive. Potency is the fitted concentration of half-maximal effect. These rows are one share of the data; rates above refer to the full screens.

Results for O=C(CC1SC(=O)N(c2ccccc2)C1=O)Nc1cccc2ccccc12 (configuration not stated) ?
ATXN2 expr inh: 28%; A549 tox: -10%; EPAC2 antagonist: 0%; Nrf2 ARE act: 6.4%; MCF10A rerep: 9%; TGFb SMAD3 inh: -17%; HepG2 tox: 11%; Nrf2 inh: inconclusive; S2 tox: inconclusive

What do the screens show for `O=C(NCCCc1ccccc1)C1CCN(c2nnc(-n3cccc3)s2)CC1`?
ATXN2 expr inh: -5%; A549 tox: 0%; EPAC2 antagonist: 2%; Nrf2 ARE act: 5.6%; MCF10A rerep: 1%; TGFb SMAD3 inh: inconclusive; HepG2 tox: -19%; Nrf2 inh: 3%; S2 tox: inactive

How did Cc1cc(C)cc(NC(=O)c2ccc(CNc3c(N4CCOCC4)c(=O)c3=O)cc2)c1 do in these assays?
ATXN2 expr inh: -24%; A549 tox: 4%; EPAC2 antagonist: -23%; Nrf2 ARE act: 2.0%; MCF10A rerep: 2%; TGFb SMAD3 inh: -6%; HepG2 tox: -18%; Nrf2 inh: inconclusive; S2 tox: inactive

Results for Cc1ccc(C)c(CN2CCSCC2)c1 ?
ATXN2 expr inh: -10%; A549 tox: 6%; EPAC2 antagonist: 14%; Nrf2 ARE act: 0.1%; MCF10A rerep: -2%; TGFb SMAD3 inh: 6%; HepG2 tox: 10%; Nrf2 inh: 8%; S2 tox: inactive

Results for CNC(=O)/C(C#N)=C1\SC(Cc2ccc(F)cc2)C(=O)N1c1ccccc1C (configuration not stated) ?
ATXN2 expr inh: -22%; A549 tox: 0%; EPAC2 antagonist: -2%; Nrf2 ARE act: 0.7%; MCF10A rerep: 19%; TGFb SMAD3 inh: -18%; HepG2 tox: -18%; Nrf2 inh: 1%; S2 tox: inactive

What do the screens show for `CCOC(=O)c1cc(-c2ccccc2C)nn1Cc1cc(CC)no1`?
ATXN2 expr inh: 31%[activator]; A549 tox: 8%; EPAC2 antagonist: -27%; Nrf2 ARE act: 3.4%; MCF10A rerep: -9%; TGFb SMAD3 inh: 4%; HepG2 tox: -1%; Nrf2 inh: inconclusive; S2 tox: inactive

How did CCNC(=O)NC1(C(=O)Nc2ccc3c(c2)CCC3)CCCCC1 do in these assays?
ATXN2 expr inh: 4%; A549 tox: -4%; EPAC2 antagonist: 7%; Nrf2 ARE act: -0.4%; MCF10A rerep: -2%; TGFb SMAD3 inh: 2%; HepG2 tox: -3%; Nrf2 inh: 15%; S2 tox: inactive

What do the screens show for `Cc1cc(C)c(C#N)c(SCc2cc3c(cc2Cl)OCO3)n1`?
ATXN2 expr inh: 1%; A549 tox: 0%; EPAC2 antagonist: 17%; Nrf2 ARE act: -0.4%; MCF10A rerep: -4%; TGFb SMAD3 inh: inconclusive; HepG2 tox: -13%; Nrf2 inh: -20%; S2 tox: inactive

How did Cc1cncc(N2CCN(c3ccccn3)CC2)n1 do in these assays?
ATXN2 expr inh: 18%; EPAC2 antagonist: 6%; Nrf2 ARE act: 0.2%; TGFb SMAD3 inh: 32%; HepG2 tox: 6%; S2 tox: inactive

How did CCC(=O)N1c2ccccc2CC1C(=O)NCCN1CCN(c2ccccc2F)CC1 (configuration not stated) do in these assays?
ATXN2 expr inh: -8%; A549 tox: 2%; Nrf2 ARE act: -1.0%; TGFb SMAD3 inh: -1%; HepG2 tox: -28%; S2 tox: inactive

Results for CCN(CC)c1ccc(NC(=O)CSc2ccsc2[N+](=O)[O-])c(C)c1 ?
ATXN2 expr inh: -13%; A549 tox: -1%; EPAC2 antagonist: 9%; Nrf2 ARE act: 0.4%; MCF10A rerep: 3%; TGFb SMAD3 inh: -9%; HepG2 tox: -10%; Nrf2 inh: -19%; S2 tox: inactive

How did CC(C)c1nc(CN2CCCCC2)cc(=O)[nH]1 do in these assays?
ATXN2 expr inh: 5%; A549 tox: -4%; EPAC2 antagonist: 23%; Nrf2 ARE act: -0.2%; MCF10A rerep: -2%; TGFb SMAD3 inh: -21%; HepG2 tox: 7%; Nrf2 inh: -2%; S2 tox: inactive

Reprinted from the part before: two entries; new compounds follow.
Results for CCN(CC)c1ccc(NC(=O)CSc2ccsc2[N+](=O)[O-])c(C)c1 ?
ATXN2 expr inh: -13%; A549 tox: -1%; EPAC2 antagonist: 9%; Nrf2 ARE act: 0.4%; MCF10A rerep: 3%; TGFb SMAD3 inh: -9%; HepG2 tox: -10%; Nrf2 inh: -19%; S2 tox: inactive

How did CC(C)c1nc(CN2CCCCC2)cc(=O)[nH]1 do in these assays?
ATXN2 expr inh: 5%; A549 tox: -4%; EPAC2 antagonist: 23%; Nrf2 ARE act: -0.2%; MCF10A rerep: -2%; TGFb SMAD3 inh: -21%; HepG2 tox: 7%; Nrf2 inh: -2%; S2 tox: inactive

What do the screens show for `COc1cc(C)ccc1S(=O)(=O)NC(=O)C1(C)CCN1C(=O)c1ccc(C2CCCCC2)cc1` (configuration not stated)?
ATXN2 expr inh: 0%; EPAC2 antagonist: 8%; Nrf2 ARE act: 0.7%; TGFb SMAD3 inh: 35%; HepG2 tox: -6%; S2 tox: inactive

How did O=c1c2c3c(sc2nc2n1N=C(c1cccs1)CS2)CCCC3 do in these assays?
ATXN2 expr inh: 37%[activator]; A549 tox: -4%; EPAC2 antagonist: 1%; Nrf2 ARE act: 0.1%; MCF10A rerep: 5%; TGFb SMAD3 inh: 13%; HepG2 tox: 3%; Nrf2 inh: inconclusive; S2 tox: inactive

What do the screens show for `NC(=O)c1nnsc1-c1ccco1`?
ATXN2 expr inh: 3%; A549 tox: 3%; EPAC2 antagonist: -9%; Nrf2 ARE act: 5.0%; MCF10A rerep: -1%; TGFb SMAD3 inh: -1%; HepG2 tox: -4%; Nrf2 inh: -14%; S2 tox: inactive

Results for Oc1ccccc1/C=N/N1CCCCC1 ?
ATXN2 expr inh: -31%; A549 tox: -1%; EPAC2 antagonist: 0%; Nrf2 ARE act: 3.8%; MCF10A rerep: 11%; TGFb SMAD3 inh: 5%; HepG2 tox: 21%; Nrf2 inh: 2%; S2 tox: inconclusive

Results for COc1cccc(CC(=O)OCC(=O)NNC(=O)c2ccc(Br)cc2)c1 ?
ATXN2 expr inh: -7%; A549 tox: 3%; EPAC2 antagonist: -6%; Nrf2 ARE act: -0.2%; MCF10A rerep: 13%; TGFb SMAD3 inh: 13%; HepG2 tox: -4%; Nrf2 inh: 5%; S2 tox: inactive

Results for CCC1(CCC(C)C)SC(N)=NC1=O (configuration not stated) ?
ATXN2 expr inh: 3%; A549 tox: 8%; EPAC2 antagonist: 16%; Nrf2 ARE act: -0.8%; MCF10A rerep: -1%; TGFb SMAD3 inh: -11%; HepG2 tox: 0%; Nrf2 inh: 17%; S2 tox: inactive

What do the screens show for `CCN(CC)S(=O)(=O)c1ccc2c(c1)N(CC(=O)NCCCN1CCN(c3ccc(OC)cc3)CC1)C(=O)CO2`?
ATXN2 expr inh: -20%; A549 tox: -1%; Nrf2 ARE act: -0.1%; TGFb SMAD3 inh: -19%; HepG2 tox: -6%; S2 tox: inconclusive

Results for COc1ccc(N/N=C2/CCCCC2=O)cc1 ?
ATXN2 expr inh: 21%; A549 tox: -10%; EPAC2 antagonist: -3%; Nrf2 ARE act: 3.2%; MCF10A rerep: inconclusive; TGFb SMAD3 inh: 1%; HepG2 tox: 0%; Nrf2 inh: 5%; S2 tox: inactive

How did CCCOP(=O)(c1ccc(N(C)C)cc1)C(Nc1ccccc1)c1ccc(C)cc1 (configuration not stated) do in these assays?
ATXN2 expr inh: inconclusive; A549 tox: -28%; EPAC2 antagonist: -26%; Nrf2 ARE act: 3.1%; MCF10A rerep: inconclusive; TGFb SMAD3 inh: inconclusive; HepG2 tox: -41%; Nrf2 inh: inconclusive; S2 tox: inactive

Results for COC(=O)N/N=C/C1=CCC2CC1C2(C)C (configuration not stated) ?
ATXN2 expr inh: -11%; A549 tox: 0%; EPAC2 antagonist: 1%; Nrf2 ARE act: 0.2%; MCF10A rerep: -24%; TGFb SMAD3 inh: -4%; HepG2 tox: 5%; Nrf2 inh: -19%; S2 tox: inactive

Results for O=C(O)CSCC(=O)Nc1ccc(C(F)(F)F)cc1 ?
ATXN2 expr inh: -23%; A549 tox: 8%; EPAC2 antagonist: 8%; Nrf2 ARE act: 0.9%; MCF10A rerep: -8%; TGFb SMAD3 inh: 7%; HepG2 tox: 3%; Nrf2 inh: 8%; S2 tox: inactive

What do the screens show for `Cc1cc(NC(=O)CN2C(=O)CCSc3ccccc32)no1`?
ATXN2 expr inh: -15%; A549 tox: -2%; EPAC2 antagonist: -1%; Nrf2 ARE act: -0.5%; MCF10A rerep: -3%; TGFb SMAD3 inh: -19%; HepG2 tox: -18%; Nrf2 inh: 0%; S2 tox: inconclusive

How did Cc1cc2c(cc1S(=O)(=O)N1CCCCC1)OCC(=O)N2 do in these assays?
ATXN2 expr inh: 0%&-14%; A549 tox: 5%&0%; EPAC2 antagonist: 0%; Nrf2 ARE act: -1.0%&-0.4%; MCF10A rerep: 1%; TGFb SMAD3 inh: 0%&-5%; HepG2 tox: -5%&-6%; Nrf2 inh: -2%&-25%; S2 tox: inactive

How did CN(C)C(=O)N1CCCC(C(=O)NCc2ccc(F)cc2Cl)C1 (configuration not stated) do in these assays?
ATXN2 expr inh: 16%; A549 tox: -3%; EPAC2 antagonist: 5%; Nrf2 ARE act: -0.1%; MCF10A rerep: -9%; TGFb SMAD3 inh: 19%; HepG2 tox: -2%; Nrf2 inh: 3%; S2 tox: inactive

What do the screens show for `O=C(Nc1cccc(C(F)(F)F)c1)n1cc(-c2ccccn2)c(N2CCOCC2)n1`?
ATXN2 expr inh: 4%[11.3 µM]; A549 tox: 0%; EPAC2 antagonist: -1%; Nrf2 ARE act: 6.3%; MCF10A rerep: -9%; TGFb SMAD3 inh: 4%; HepG2 tox: 16%; Nrf2 inh: 23%; S2 tox: inactive
